All columns: NCI-60 one-dose screen, growth in % after 48 h at 10 µM unless noted; 100 = growth as untreated, 0 = no growth, -100 = all killed.
SF-268: SF-268 CNS cancer cells; 82,000 tested, 3.1% active; AID 1794759
CAKI-1: CAKI-1 renal cancer; 75,000 tested, 4.7% active
UO-31: UO-31 renal cancer; 81,000 tested, 5.2% active
SF-295: SF-295 CNS cancer cells | 79,000 tested, 5.6% active
TK-10: TK-10 renal cancer cells. 81,000 tested, 3.9% active
U251: U251 CNS tumor cells | 80,000 tested, 5.4% active
SN12C: SN12C renal cancer cells. 81,000 tested, 3.8% active. AID 1794767
786-0: 786-0 renal cancer cells. 81,000 tested, 5.1% active
The depositor's hits bear a star; . = not tested or not shown. How the source made its calls: active means growth percent below 10; inactive means the rest.

#	molecule	SF-268	CAKI-1	UO-31	SF-295
1	O/N=C/C=C/c1ccccc1	108.8	.	75.1	95.3
2	COc1ccccc1NC(=O)CSc1n[nH]c(-c2ccncc2)n1	93.6	71.2	62.8	94.0
3	NS(=O)(=O)c1ccc(Nc2nc(NN=C(c3ccccc3)c3ccccc3)nc(Nc3ccccc3)n2)cc1	59.8	50.0	63.9	59.3
4	COc1cc2nc(Cl)nc(Nc3cccc(C4=Nc5c(N)nc(N)nc5NC(c5ccc(F)cc5)C4)c3)c2cc1OC (stereo not given)	77.4	88.8	91.8	2.0*
5	CCCN(c1ccc(Cl)cc1)c1nc(-c2ccc(Br)cc2)cs1	108.0	79.8	79.0	104.4
6	IP(CCCCCCCCCCSc1n(Cc2ccc3ccccc3c2)c(-c2ccccc2)c(-c2ccccc2)[n+]1Cc1ccc2ccccc2c1)(c1ccccc1)(c1ccccc1)c1ccccc1	-54.6*	-91.4*	-4.2*	-77.6*
7	O=C(O)c1cccc2c1C(=O)N(c1ccc3c(c1)Cc1ccccc1-3)C2=O	117.1	109.1	85.6	120.6
8	O=C(CCc1nnc(Cn2cnc3nc[nH]c3c2=O)o1)c1nc2ccccc2[nH]1	104.4	97.4	86.3	125.5
9	Cc1cccc(C(=O)c2ccccc2Cl)c1O	105.5	92.7	102.9	93.8
10	COc1ccc(/C=C2/Oc3c(c(OC)c4ccoc4c3CN3CCOCC3)C2=O)cc1	72.5	.	72.6	89.4

#	TK-10	U251	SN12C	786-0
1	103.8	91.0	101.0	109.1
2	96.3	94.8	98.6	99.4
3	120.6	53.5	71.5	53.1
4	112.5	-22.0*	81.9	62.1
5	123.8	103.7	101.3	99.2
6	-68.3*	-68.5*	-72.2*	-56.2*
7	100.2	110.5	111.5	107.1
8	100.0	99.4	86.8	81.1
9	94.1	106.3	103.0	100.6
10	93.2	90.4	84.1	34.8

Next structures
#	molecule	SF-268	CAKI-1	UO-31	SF-295
11	CN(CCN(C)c1ccc(C(=N)N)cc1)c1ccc(C(=N)N)cc1	108.9	68.6	79.8	94.1
12	CCc1c(C)c2cc(-n3c(-c4ccc(OC)cc4)csc3=N)c(O)c(C)c2oc1=O	16.5	.	14.3	20.8
13	O=c1[nH]c(=O)n(C(c2ccccc2)(c2ccccc2)c2ccccc2)cc1N(CCO)CCO	105.6	75.8	76.2	120.6
14	O=[N+]([O-])c1ccc(NCc2ccccc2)c([N+](=O)[O-])c1	98.7	96.1	81.6	97.0
15	NCCN1CCN(c2nccc(-c3ccc4ccccc4c3)n2)CC1	63.8	45.3	12.4	90.1
16	O=C(O)c1ccc(SSc2ccc(C(=O)O)cc2)cc1	110.0	102.1	90.3	103.2
17	CC1CC(C)(C)NC(c2ccc(C(C)(C)C)cc2)=N1 (stereo not given)	93.2	95.1	88.9	101.0
18	CN1C[C@@H](c2cccc(Cl)c2)[C@]2(NC(=S)N(C3CC3)C2=O)[C@@]12C(=O)NC1C=CC(Cl)=C[C@H]12 (stereo not given in full)	92.4	.	70.9	93.5
19	O=c1cc(N/N=C/c2ccccc2)c2ccccc2[nH]1	92.9	100.2	82.6	105.1
20	C=CCOC(=O)C1=C(C)NC2=C(C(=O)CC(c3ccc(Cl)cc3)C2)C1c1cc(OC)ccc1OC (stereo not given)	81.4	63.1	68.8	92.4

#	TK-10	U251	SN12C	786-0
11	114.9	95.4	74.3	107.0
12	64.7	10.8	10.2	21.5
13	97.6	105.7	96.2	94.0
14	87.0	87.9	104.1	94.6
15	73.9	.	52.1	47.6
16	129.3	99.1	103.1	105.8
17	87.3	101.0	101.1	100.5
18	83.6	93.9	87.1	88.2
19	113.9	95.2	97.3	95.4
20	102.6	91.1	99.6	82.7

(cont.)
#	molecule	SF-268	CAKI-1	UO-31	SF-295
21	COC(=O)[C@]12CC[C@@H](C)[C@H](C)[C@@H]1C1=CC[C@@H]3[C@@]4(C)C(c5ncon5)=C[C@@](C)(CO)C4=CC[C@@]3(C)[C@]1(C)CC2	-7.7*	20.6	-93.5*	-46.8*
22	O=C(/C=C/c1ccccn1)c1cc(Cl)ccc1O	92.4	90.7	84.4	90.2
23	O=C1CS/C(=N/c2nnc(-c3ccc(O)cc3)s2)N1	107.8	.	93.5	93.9
24	CCC1(C(N)=O)CC2C=CC1CC2 (stereo not given)	109.6	96.6	90.8	102.4
25	O=C(NNC(=O)c1ccncc1)NC(=O)c1ccc(Br)cc1	91.0	88.4	88.6	102.4
26	Nc1cccc2c(=S)c3ccccc3[nH]c12	92.5	77.1	56.4	97.3
27	COc1cc(/C=C/C(=O)c2cnn(-c3cc(=O)[nH]c4ccc(Br)cc34)c2C)cc(OC)c1OC	-16.4*	-4.4*	-80.7*	-61.8*
28	COc1cc2cc(Oc3ccc(NC(=O)Nc4cc(C(F)(F)F)cc(C(F)(F)F)c4)cc3)c(C)nc2cc1OCCN1CCOCC1	27.8	15.3	20.1	7.6*
29	N/C(=N\c1nc2ccccc2s1)NC(=O)Nc1cccc(Cl)c1	55.9	23.9	46.8	40.0
30	O=S(=O)(c1ccc(NCSc2nc3ccccc3s2)cc1)c1ccc(NCSc2nc3ccccc3s2)cc1	97.5	95.4	60.2	98.6

#	TK-10	U251	SN12C	786-0
21	1.8*	-59.5*	-14.4*	-23.8*
22	93.6	77.1	.	86.4
23	115.4	100.9	101.2	95.0
24	.	110.3	118.5	170.8
25	111.7	82.5	99.5	99.9
26	191.9	103.7	90.6	106.1
27	1.8*	-76.7*	-7.6*	-73.0*
28	53.6	8.7*	8.9*	30.9
29	69.2	26.1	40.9	34.8
30	92.6	90.6	95.5	99.6

(list continues)
#	molecule	SF-268	CAKI-1	UO-31	SF-295
31	COc1cc(/C=C/C(=O)c2ccc(Cl)cc2)cc(CN2CCOCC2)c1O	87.4	88.0	65.5	99.0
32	O=C(O[C@H]1CO[C@H]2[C@@H]1OC[C@@H]2Oc1ccc(Nc2ncnc3ccsc23)cc1Cl)c1ccccc1	92.4	90.8	69.2	99.1
33	Cc1c(C(=O)N[C@@H](Cc2ccccc2)C(=O)C(=O)NC(C)C)[nH]c2ccccc2c1=O	99.7	95.7	101.3	100.5
34	CCCCCC(C(C)=O)C(C)=O	109.7	93.4	105.3	117.7
35	CC1(n2nnnc2N2CCCN(c3ncccc3N)CC2)CCC1	97.0	90.7	92.4	95.5
36	COc1ccc(/C=C2\SC(=S)N(NC(=O)C(C)c3ccc(CC(C)C)cc3)C2=O)cc1 (stereo not given)	88.1	101.4	77.2	97.9
37	O=C(/C=C/Nc1ccc(S(=O)(=O)O)cc1)c1ccc(Cl)cc1	105.8	99.0	96.3	99.5
38	CCCCCCOCCCN1C(=O)c2ccccc2C1=O	98.5	97.3	99.7	101.5
39	CSC1=C(C#N)C(=N)N2C(=NN1)Sc1c(C)ccc(C)c12	116.3	98.1	88.4	102.0
40	CCCN1CC=C(NC(=O)CN2CCN(c3cc4c(cc3F)c(=O)c(C(=O)O)cn4C3CC3)CC2)NC1=O	95.1	95.5	75.0	93.1

#	TK-10	U251	SN12C	786-0
31	107.7	72.7	92.7	93.7
32	104.3	101.2	89.8	102.6
33	106.4	101.6	100.6	102.0
34	114.8	95.6	94.4	103.1
35	99.0	100.8	95.7	104.0
36	111.1	96.0	102.0	105.0
37	109.1	108.9	99.9	111.6
38	103.3	99.0	103.9	100.6
39	122.5	104.0	110.9	104.9
40	105.9	107.5	98.2	95.0

The results go on:
#	molecule	SF-268	CAKI-1	UO-31	SF-295
41	Clc1c(Cl)[n+](Cc2ccc3ccccc3c2)cn1Cc1ccc2ccccc2c1	20.8	89.7	70.7	45.6
42	CC(C)c1[nH]oc(=O)c1/C=C1\C=c2ccccc2=N1	96.0	77.5	76.8	105.3
43	CC(=O)O[C@H]1CC[C@]2(C)[C@H]3CC=C4[C@@H]5[C@@H](C)[C@H](C)CC[C@]5(C(=O)OCC(COC(=O)C(Cl)Cl)(COC(=O)C(Cl)Cl)NC(=O)C(Cl)Cl)CC[C@@]4(C)[C@]3(C)CC[C@H]2C1(C)C	69.4	60.1	55.7	80.3
44	CN(C(=N)N)c1ccccc1	99.4	98.5	89.1	95.3
45	O=C(Nc1ccc(I)cc1F)c1cc(-c2ccc(F)cc2F)ccc1O	8.2*	-21.0*	-0.6*	-37.7*
46	CC(C)c1cc(C(C)C)c(S(=O)(=O)Oc2ccc(NC(=O)C3CCCCCC3)cc2)c(C(C)C)c1	74.8	60.2	75.1	82.5
47	O=C(O)c1cc(N2CCCCC2)nc2ccccc12	109.4	93.2	84.8	92.1
48	COc1cc(C)c(Cc2cnc(N)nc2N)cc1OC	107.6	97.8	88.4	103.1
49	O=S(=O)(Oc1ccc(-c2cn3ccsc3n2)cc1)N1CCCCC1	118.1	99.4	47.6	96.6
50	O=C(O)C(C=C(Cl)Cl)N1CCOCC1 (stereo not given)	107.9	106.3	88.5	101.1

#	TK-10	U251	SN12C	786-0
41	-63.0*	-82.6*	28.1	-8.1*
42	112.6	95.6	95.6	95.5
43	89.9	45.0	69.3	74.0
44	117.7	100.1	98.9	97.4
45	19.9	4.6*	-4.9*	16.7
46	79.8	80.2	81.7	78.5
47	104.5	95.6	87.0	110.7
48	116.2	97.7	105.2	103.3
49	106.1	105.9	100.8	103.5
50	104.8	115.4	97.7	99.3

New compounds follow:
#	molecule	SF-268	CAKI-1	UO-31	SF-295
51	COc1ccc(CC2=C(Nc3ccc4c(c3)OCO4)COC2=O)cc1	101.1	85.0	88.4	80.2
52	COc1cc(-c2csc(NC(=O)Nc3cc(C(F)(F)F)cc(C(F)(F)F)c3)n2)cc(OC)c1OC	32.7	10.4	7.1*	-10.4*
53	c1cnc2nc3[nH]c4ccccc4c3nc2c1	105.7	94.3	109.6	111.8
54	COc1ccc(-c2cc(=O)oc3ccc(Cl)cc23)cc1F	26.2	27.0	48.4	20.4
55	Cc1c(Cl)cccc1S(=O)(=O)Nc1nc2c(s1)CN(Cc1ccccc1)CC2	100.8	80.9	75.8	93.0
56	c1ccc2[nH]c(-c3cscn3)nc2c1	123.6	105.4	102.9	106.4
57	CCOC(=O)c1c(C(F)(F)F)n([O-])c2ccc(Cl)cc2[n+]1=O	-49.5*	.	-44.3*	-86.0*
58	O=C(/C=C/C12c3ccccc3C(c3ccccc31)C1C(=O)N(c3ccccc3)C(=O)C12)c1ccc(Cl)cc1 (stereo not given)	43.0	54.2	-37.1*	6.3*
59	COc1ccc(-c2nc(SCC(=O)c3ccccc3)[nH]c(=O)c2C#N)cc1	99.7	85.7	82.6	93.6
60	CC(=O)C12OC(C)(C)OC1CC1C3CCC4=CC(=O)C=CC4(C)C3(F)C(O)CC12C (stereo not given)	86.5	.	79.4	97.3

#	TK-10	U251	SN12C	786-0
51	107.8	101.0	99.7	95.2
52	9.2*	9.2*	7.9*	13.4
53	103.7	100.8	107.7	92.2
54	62.9	4.5*	30.6	25.0
55	98.7	96.7	95.8	97.2
56	104.3	105.6	107.2	99.5
57	-92.7*	-87.7*	-21.4*	-73.8*
58	42.8	19.8	19.9	8.9*
59	98.2	102.6	84.5	99.9
60	88.3	95.4	70.9	107.7

Continuation:
#	molecule	SF-268	CAKI-1	UO-31	SF-295
61	CC(=O)O[C@H]1CO[C@H]2[C@@H]1OC[C@@H]2Oc1ccnc(NCc2ccc(F)cc2)n1	103.9	99.4	88.3	95.5
62	Cc1cc(Cl)ccc1NC(=O)/C(Cl)=C1/Sc2ccccc2NC1=O	103.1	60.8	76.4	118.2
63	C/C(=C1\SC(=O)NC1=O)c1ccc(N)cc1	97.2	89.1	78.7	105.1
64	O=C1c2c(O)cccc2C(Br)c2cccc(O)c21	104.2	133.3	113.6	.
65	COc1ccc(OC)c(/C=C2\Cc3c(Br)cccc3C2=O)c1	97.6	93.9	93.9	99.3
66	O=C1c2cccc3c(-c4ccc5c(c4)ncn5C4CCCCC4)ccc(c23)C(=O)N1c1ccc(F)cc1	92.3	79.3	51.7	94.6
67	O=C(NNc1ccccc1)c1ccc(Cc2n[nH]c(=O)c3cccnc23)cc1	98.2	83.6	71.8	103.6
68	C[N+](C)(Cc1ccc(Cl)cc1)Cc1ccc(Cl)cc1	101.8	99.2	89.4	98.6
69	CCNc1nc2ccccc2c2c(=O)c3cc(C)ccc3sc12	98.8	81.7	81.0	108.8
70	c1ccc(N(c2ccccc2)c2ccccc2)cc1	106.2	90.3	86.8	92.0
71	COc1ccc(Nc2cnc3cc(NS(=O)(=O)c4ccc(C)cc4)ccc3n2)cc1	88.1	61.5	59.3	75.0
72	Cc1cccc(-c2nc3c(N)nc(N)nc3nc2N)c1	92.6	101.0	102.0	79.9
73	COc1cc(C2=N/C(=C\c3cc4cc(Oc5ccccc5)ccc4nc3OC)C(=O)O2)cc(OC)c1OC	97.1	.	84.9	106.0

#	TK-10	U251	SN12C	786-0
61	102.6	107.2	105.1	103.5
62	146.3	94.7	106.2	92.9
63	94.6	96.7	92.3	97.3
64	96.3	96.7	101.6	108.3
65	102.5	102.4	.	94.3
66	95.2	82.4	88.9	87.9
67	109.8	100.8	95.5	102.3
68	97.1	97.7	.	99.0
69	101.0	90.0	95.5	101.6
70	98.9	101.6	105.9	97.9
71	94.7	77.9	85.9	97.0
72	109.6	77.0	100.1	84.6
73	89.8	102.1	104.7	101.7

Rewritten bar-delimited: 4 of the compounds above
cpd | smiles | SF-268 | CAKI-1 | UO-31 | SF-295 | TK-10 | U251 | SN12C | 786-0
69 | CCNc1nc2ccccc2c2c(=O)c3cc(C)ccc3sc12 | 98.8 | 81.7 | 81.0 | 108.8 | 101.0 | 90.0 | 95.5 | 101.6
73 | COc1cc(C2=N/C(=C\c3cc4cc(Oc5ccccc5)ccc4nc3OC)C(=O)O2)cc(OC)c1OC | 97.1 | . | 84.9 | 106.0 | 89.8 | 102.1 | 104.7 | 101.7
61 | CC(=O)O[C@H]1CO[C@H]2[C@@H]1OC[C@@H]2Oc1ccnc(NCc2ccc(F)cc2)n1 | 103.9 | 99.4 | 88.3 | 95.5 | 102.6 | 107.2 | 105.1 | 103.5
67 | O=C(NNc1ccccc1)c1ccc(Cc2n[nH]c(=O)c3cccnc23)cc1 | 98.2 | 83.6 | 71.8 | 103.6 | 109.8 | 100.8 | 95.5 | 102.3

Rows are unselected; about 9.2% have a hit in one of these screens.
